LYPLA1 inh = LYPLA1 inhibitors, primary screen, counter-screen for PME1 inhibitor project, biochemical, fluorescence polarization, FP-Rh probe ABPP | recombinant LYPLA1 | inhibition, % at 5.9 µM | 0.16% of 320,000 active;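 active means inhibition above the mean of all tested compounds plus 3 SD, set per campaign, cut at about 14% in these data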;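 further: inhibitors block serine hydrolase probe labeling of LYPLA1 so polarization falls; 0% = enzyme with DMSO and 100% = wells lacking LYPLA1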
Target sequence (O75608 whole entry, looked up): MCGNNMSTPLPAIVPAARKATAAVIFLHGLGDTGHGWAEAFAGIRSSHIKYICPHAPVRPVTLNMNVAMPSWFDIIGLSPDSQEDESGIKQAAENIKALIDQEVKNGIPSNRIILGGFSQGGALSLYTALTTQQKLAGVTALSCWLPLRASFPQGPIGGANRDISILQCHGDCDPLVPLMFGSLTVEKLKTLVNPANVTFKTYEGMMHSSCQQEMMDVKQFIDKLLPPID
PAD4 inh = human PAD4 inhibitors, primary screen, biochemical, fluorescence polarization, 1536-well format | AID 485272, 2010 | 0.41% of 330,000 active | recombinant PAD4, RCA probe fluorescence polarization | inhibition, % at 6.36 µM | Protein-arginine deiminase type-4 (Homo sapiens), Q9UM07;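 active means percent inhibition above a cutoff equal to the mean of all tested compounds plus 3 SD, cut at about 15% in these data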;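 further: 0% = PAD4 with RCA probe and DMSO and 100% = probe without PAD4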
PAFAH1B3 FP inh = PAFAH1B3 enzyme inhibitors, primary screen, biochemical, fluorescence polarization, human | Platelet-activating factor acetylhydrolase IB subunit alpha1 (Homo sapiens), Q15102 | recombinant PAFAH1B3, FP-rhodamine probe | inhibition, % at 3.39 µM | 0.28% of 340,000 active | AID 492972, 2010;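 active means inhibition above the screen-wide average of all tested compounds plus 3 SD, cut at about 25% in these data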;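 further: 0% = enzyme with DMSO only and 100% = wells lacking PAFAH1B3 protein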
LYPLA2 inh = LYPLA2 inhibitors, primary screen, counter-screen for PME1 inhibitor project, biochemical, fluorescence polarization, FP-Rh probe ABPP | Acyl-protein thioesterase 2 (Homo sapiens), O95372 | inhibition, % at 5.9 µM | recombinant LYPLA2 | 0.38% of 320,000 active;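 active means inhibition above the screen-wide mean plus 3 SD, limit set per campaign, cut at about 26% in these data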;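 further: 0% = LYPLA2 with DMSO and 100% = wells lacking LYPLA2 enzyme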
GSTO1 inh = inhibitors of recombinant GSTO1, primary screen, counter-screen for RBBP9 inhibitor project, biochemical, fluorescence polarization | Glutathione S-transferase omega-1 (Homo sapiens), P78417 | activity-based probe fluorescence polarization | inhibition, % at 5.96 µM | 1.1% of 300,000 active;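 active means inhibition above the campaign mean inhibition plus 3 SD, cut at about 35% in these data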;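 further: 0% = GSTO1-1 with DMSO and 100% = wells lacking GSTO1-1 enzyme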
PREPL inhibitor = PREPL enzyme inhibitors, primary screen, biochemical, fluorescence polarization | Prolyl endopeptidase-like (Homo sapiens), Q4J6C6 | recombinant PREPL, fluorescence polarization activity-based probe | inhibition, % at 5.96 µM | 0.68% of 320,000 active | AID 2751, 2010; in the data active means inhibition above about 43%;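 further: 0% = enzyme with DMSO and 100% = wells lacking enzyme; many of its hits are not listed in these tables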
Target sequence (Q4J6C6 whole entry, looked up): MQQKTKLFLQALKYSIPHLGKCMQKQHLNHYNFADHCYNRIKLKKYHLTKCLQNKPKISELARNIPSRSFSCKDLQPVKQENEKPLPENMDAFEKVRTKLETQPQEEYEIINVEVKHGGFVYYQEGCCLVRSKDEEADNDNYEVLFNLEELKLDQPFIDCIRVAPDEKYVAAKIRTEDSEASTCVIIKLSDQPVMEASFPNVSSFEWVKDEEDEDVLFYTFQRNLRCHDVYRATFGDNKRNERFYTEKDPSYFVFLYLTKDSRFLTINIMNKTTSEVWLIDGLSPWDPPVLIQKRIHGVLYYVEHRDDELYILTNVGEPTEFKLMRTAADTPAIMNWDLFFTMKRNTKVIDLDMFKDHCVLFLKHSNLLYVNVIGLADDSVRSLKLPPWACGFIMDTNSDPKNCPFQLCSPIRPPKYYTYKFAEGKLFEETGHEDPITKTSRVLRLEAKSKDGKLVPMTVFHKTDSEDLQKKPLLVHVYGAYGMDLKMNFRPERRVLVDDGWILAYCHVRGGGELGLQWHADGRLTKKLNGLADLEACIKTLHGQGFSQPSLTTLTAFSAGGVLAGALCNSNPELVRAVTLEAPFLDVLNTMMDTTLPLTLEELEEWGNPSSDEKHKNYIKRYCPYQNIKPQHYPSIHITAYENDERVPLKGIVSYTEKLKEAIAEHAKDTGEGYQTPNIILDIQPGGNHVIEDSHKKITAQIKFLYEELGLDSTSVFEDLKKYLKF
ZTA counter = counter-screen for EBNA-1 inhibitors: inhibitors of Epstein-Barr virus ZTA. P03206. ZTA-DNA binding, fluorescence polarization. inhibition, % at 11 µM. 0.15% of 320,000 active. AID 2234; in the data active means inhibition above about 33%
PAFAH2 inh = PAFAH2 enzyme inhibitors, primary screen, biochemical, fluorescence polarization, human. recombinant PAFAH2, FP-rhodamine activity probe. inhibition, % at 3.39 µM. 0.99% of 340,000 active. AID 492956, 2010;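 active means inhibition above the mean over all tested compounds plus 3 SD, cut at about 30% in these data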;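 further: inhibitors block probe labeling of enzyme so polarization drops; 0% = enzyme with DMSO and 100% = wells lacking PAFAH2 protein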
EBNA-1 inh = EBNA-1 DNA-binding inhibitors, primary screen, biochemical, fluorescence polarization; inhibition, % at 14.8 µM; 0.34% of 300,000 active; in the data active means inhibition above about 28%
* marks the source's active call; other numbers are inactive results; nt = no result given. This is a subset. The share of hits here may be higher or lower than overall.

SMILES	LYPLA1 inh	PAD4 inh	PAFAH1B3 FP inh	LYPLA2 inh	GSTO1 inh	PREPL inhibitor	ZTA counter	PAFAH2 inh	EBNA-1 inh
COc1cc(/C=N/NC(=O)c2cc(-c3ccccc3OC(C)C)nc3ccccc23)ccc1O	-10	1	6	-6	-6	-9	8	-2	-4
COc1ccccc1C(=O)Nc1nnc(S(=O)(=O)N2CCN(c3ccc(F)cc3)CC2)s1	-2	-1	4	11	-11	-59	-4	-2	-9
COc1ccc(C(=O)N[C@H](C(=O)NCc2ccc(C)cc2)C(C)C)cc1	8	-2	10	6	14	-17	-18	-1	-10
Cc1nc(Cl)cc(N/N=C/c2ccccc2)n1	-2	5	6	-1	-4	-13	3	-8	5
COc1c(Cl)ccc(Cl)c1C(=O)OCC(=O)O	-1	-1	1	2	1	2	5	6	9
O=C(CCN1C(=O)c2ccccc2S1(=O)=O)Nc1ccc(C(=O)O)cc1	-2	4	-6	-1	-3	-3	3	-2	-2
O=C(Nc1ccccc1N1CCOCC1)c1ccc2ccccc2c1	-3	3	-6	-6	-5	4	1	-6	-7
O=C1C=C(O)C(n2cncn2)C(c2cc(F)ccc2F)C1 (stereo not drawn)	2	1	3	-3	-4	16	3	-6	-4
O=C(COC(=O)C1CCC(=O)N1)Nc1cc(Cl)ccc1Cl (stereo not drawn)	-2	-7	0	5	6	-2	6	0	1
CC1CC(C)(C)NC(=S)N1CC(=O)N1CCN(Cc2ccc3c(c2)OCO3)CC1 (stereo not drawn)	-1	-2	3	4	9	20	-6	2	-6
CCCC(=O)Nc1ccc(C(=O)NCC(=O)OCC)cc1	0	-1	6	-1	-1	16	-4	-8	-2
Oc1ccccc1CN1CCC(C(O)(c2ccccc2)c2ccccc2)CC1	1	-1	5	-2	3	-1	0	15	0
CC(=O)c1sc(NC(=O)c2ccc(C)cc2)nc1C	0	-2	1	0	-1	1	-25	0	1
CCCC(C(=O)NCc1ccco1)N(CC1CCCO1)C(=O)CNS(=O)(=O)c1ccc(F)cc1 (stereo not drawn)	-3	2	-3	0	-3	15	5	19	-4
COc1cc(/C=C/c2noc(-c3ccccc3O)n2)ccc1OC(C)=O	0	0	-4	2	-1	-2	6	-2	-1
O=C(OC1CCOC1=O)c1ccccc1C(=O)c1ccc(Cl)c([N+](=O)[O-])c1 (stereo not drawn)	3	1	0	14	nt	10	-4	2	nt
NC(=O)c1cccnc1Oc1ccccc1	4	-6	9	3	2	2	3	-3	4
COc1ccc(C2C(=O)N(C3CCCCC3)CC(=O)N2C2CCCC2)cc1 (stereo not drawn)	-1	1	5	-6	10	8	8	-5	-5
Cc1nn(C)c(C)c1S(=O)(=O)N(CC(=O)NCc1cccs1)c1ccc(C(C)C)cc1	-1	0	4	-2	-1	2	1	-5	-1
CCc1ccc(NC(=O)C(=O)NCCN2CCN(C(=O)c3ccco3)CC2)cc1	3	-9	2	3	-9	-1	-2	7	-12
CCCCc1ccc(NC(=S)N2CCCC(CO)C2)cc1 (stereo not drawn)	0	-6	7	0	0	-2	-11	0	-8
O=C(Nc1sc2c(c1C(=O)NCc1cccnc1)CCCC2)c1ccco1	1	-4	9	2	-1	15	6	9	4
CCN(CC)S(=O)(=O)c1cc(NC(=O)C(C)N2CCN(Cc3ccc4c(c3)OCO4)CC2)ccc1C (stereo not drawn)	-4	-1	3	4	3	19	-12	-3	10
CN1CCN(/C=C2\SC(=S)NC2=O)CC1	0	-2	3	-2	12	-6	3	-9	3
Cc1ccc(N=Nc2c(C)[nH]n(-c3ccccc3)c2=O)cc1Br	2	-4	5	10	-4	-4	-3	0	-13
Cc1n[nH]c(=S)n(/N=C/c2cccs2)c1=O	-2	18*	5	-6	23	1	-2	1	-5
O=C(NCc1ccc2c(c1)OCO2)c1ccc(C2SCC(=O)N2Cc2ccco2)cc1 (stereo not drawn)	0	2	2	9	-2	17	-11	-2	-12
COc1ccccc1N1CC(C(=O)Nc2cccc(C(=O)O)c2)CC1=O (stereo not drawn)	4	2	-2	2	-2	-4	8	-4	-8
O=C(CC(Nc1cccc(Cl)c1Cl)C(=O)OCC(=O)c1cccs1)c1ccccc1 (stereo not drawn)	-3	0	-2	-8	7	-7	13	-16	12
COc1ccc2c(-c3ccccc3)cc(SCC(N)=O)nc2c1	2	-5	-6	0	-31	-2	4	-5	-15
CCCn1c(SCC(=O)N2CCCc3ccccc32)nc2c1c(=O)n(C)c(=O)n2C	0	-4	8	13	11	16	-12	0	0
Cc1oc(-c2cc(Cl)cc(Cl)c2)cc1C(=O)NCCc1ccccc1	-21	3	-16	-32	-7	-19	8	-18	4
CCN(CC)S(=O)(=O)c1ccc(OC)c(NC(=S)Nc2cc(C)ccc2C)c1	-6	5	nt	-2	4	8	-9	nt	-9
CCN1CCN(C(CNS(=O)(=O)c2ccccc2)c2cccnc2)CC1 (stereo not drawn)	-1	4	7	4	2	17	-15	-4	-15
Cc1ccc(CC(NC(=O)c2ccccc2)C(=O)NC(CC(C)C)C(=O)O)cc1 (stereo not drawn)	1	-5	0	-1	7	-6	-13	2	-4
Cc1ccccc1C(=O)N1CCCC(N2CCN(Cc3ccc4c(c3)OCO4)CC2)C1 (stereo not drawn)	0	1	3	0	4	24	16	2	-7
COc1ccc(CC2(CO)COc3ccccc3C2=O)cc1 (stereo not drawn)	-2	-1	4	-1	10	8	-14	8	4
CCc1c(C)sc(NC(=O)C2CC2)c1C(=O)OC(C)C	-1	4	1	9	4	3	2	2	7
CSc1n[nH]c(-c2sccc2OCc2ccc(C)cc2)n1	-1	-1	5	0	-1	4	-23	9	4
CCC1(C)Cc2c(sc3nnn(CC(=O)Nc4ccccc4)c(=O)c23)CO1 (stereo not drawn)	-3	-2	-5	39*	9	-1	8	-2	-4
O=C(NC(=S)N(CCO)Cc1ccccc1)c1ccc(F)cc1Cl	2	0	-1	3	-2	8	-19	2	6
COc1ccc(-c2csc(N(CCCN(C)C)C(=O)c3ccccc3F)n2)cc1	2	0	11	0	8	-96	8	-2	4
S=C(NCCCCNC(=S)NCc1ccccc1)NCc1ccccc1	0	4	9	-3	7	2	4	-4	4
CCSc1nc(=S)n(CC)c(C)c1C(C)=O	0	1	-2	-1	4	6	14	-7	6
Cc1cccc(C(=O)NC2CCN(C(=O)Nc3ccccc3C)CC2)c1	3	1	9	-3	-4	13	11	5	-8
CCc1noc(C)c1C(=O)OC(C)C(=O)Nc1ccccc1OC (stereo not drawn)	2	2	9	2	3	-3	5	0	13
CCN(CC)c1ccc(/C=N/NC(=O)C2CC2)cc1	-5	-2	-2	-2	13	1	-7	-4	-3
COc1ccc(C2/C(=C(/O)c3ccc(C)cc3)C(=O)C(=O)N2C)cc1 (stereo not drawn)	0	-7	4	5	4	7	0	3	-4
Cc1cc(C)nc(SCc2ccc(C(=O)N/N=C/c3cccnc3)cc2)n1	-3	-3	-1	-1	-16	8	5	1	-5
O=C(O)/C(=C/c1ccco1)NC(=O)c1ccc(Br)o1	5	-3	3	0	9	-7	-1	0	2
Cc1nnc(SCC(=O)Nc2ccc(Cl)cn2)[nH]c1=O	-1	1	5	-2	-5	-13	13	-2	1
CN1CCN(CCNC(=O)c2cn(Cc3ccccc3F)nn2)CC1	1	-1	-4	-2	4	4	1	-13	-7
CCc1nc2sc3c(c2c(=O)o1)CCCC3	8	-5	0	4	8	18	-6	13	-16
O=C(Nc1cc(Cl)ccc1Oc1ccccc1)c1ccccc1F	0	-2	2	-2	4	-15	-5	15	-6
CCOc1cc(CNCCc2ccccc2)ccc1OCC(=O)NC(C)(C)C	-1	-3	9	5	3	-3	6	-5	1
O=C(O)COCC(=O)Nc1ccccc1-c1ccccc1	3	-7	-6	6	7	-1	-2	-3	-8
COc1ccc(NC(=O)COc2cccc3c2CCN(Cc2cccnc2)C3=O)cc1	-3	2	5	-5	1	9	13	5	5
O=S(=O)(NCc1ccccn1)c1ccccn1	4	2	-3	2	5	5	-23	-1	3
COc1ccc(NC(=O)COC(=O)c2ccc([N+](=O)[O-])o2)cc1Cl	2	-16	-3	-1	-6	13	-8	9	1
CN(Cc1ccco1)C(=O)CN1C(=O)NC2(CCCCC2)C1=O	3	-1	-2	-5	nt	2	-1	-3	nt
CCN1C(=O)/C(=c2\sc3nc(=O)c(Cc4ccccc4)nn3c2=O)c2ccccc21	3	-1	5	6	9	-5	7	1	8

3 entries already listed, sorted by the number in PAFAH1B3 FP inh, ascending:
Molecule	PAFAH1B3 FP inh
COc1ccc2c(-c3ccccc3)cc(SCC(N)=O)nc2c1	-6
CCSc1nc(=S)n(CC)c(C)c1C(C)=O	-2
O=C(Nc1cc(Cl)ccc1Oc1ccccc1)c1ccccc1F	2

Exported bar-delimited: seven of the compounds above.
structure | LYPLA1 inh | PAD4 inh | PAFAH1B3 FP inh | LYPLA2 inh | GSTO1 inh | PREPL inhibitor | ZTA counter | PAFAH2 inh | EBNA-1 inh
Cc1cc(C)nc(SCc2ccc(C(=O)N/N=C/c3cccnc3)cc2)n1 | -3 | -3 | -1 | -1 | -16 | 8 | 5 | 1 | -5
O=C(O)/C(=C/c1ccco1)NC(=O)c1ccc(Br)o1 | 5 | -3 | 3 | 0 | 9 | -7 | -1 | 0 | 2
Cc1nnc(SCC(=O)Nc2ccc(Cl)cn2)[nH]c1=O | -1 | 1 | 5 | -2 | -5 | -13 | 13 | -2 | 1
CN1CCN(CCNC(=O)c2cn(Cc3ccccc3F)nn2)CC1 | 1 | -1 | -4 | -2 | 4 | 4 | 1 | -13 | -7
CCc1nc2sc3c(c2c(=O)o1)CCCC3 | 8 | -5 | 0 | 4 | 8 | 18 | -6 | 13 | -16
O=C(Nc1cc(Cl)ccc1Oc1ccccc1)c1ccccc1F | 0 | -2 | 2 | -2 | 4 | -15 | -5 | 15 | -6
CCOc1cc(CNCCc2ccccc2)ccc1OCC(=O)NC(C)(C)C | -1 | -3 | 9 | 5 | 3 | -3 | 6 | -5 | 1
